# aSyn tox rescue: qHTS of alpha-syn Inhibitors: NCGC Sytravon Library Screen; S. cerevisiae alpha-synuclein toxicity rescue, BacTiter-Glo growth, 24 h; actives 0.02% (n = 94,000); Potency, µM (highest dose often 46.1 µM), for inactives: top-dose growth rescue (activation), usual class: activators; active = well fitted activation curve with a large enough effect; inconclusive = small, poorly fitted or top-dose-only effect; also: 0% is about no effect
#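 Growth restoration measured by BacTiter-Glo luminescence after 24 hr at 30 deg C; alpha-synuclein yeast, raffinose-pregrown to mid-log, were added at OD600=0.02 in galactose medium onto pinned compounds.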
# Starred values were filed as active, the others as inactive; ? = inconclusive; [ ] = dose if it differs, or a comment. Potency is read from the fitted curve at half-maximal effect.
no.	canonical_smiles	aSyn tox rescue
1	NC(=S)N/N=C/c1coc2ccc(Cl)cc2c1=O	-66%[inhibitor]
2	COc1ccc(Cn2c(=O)c3ccccc3n3c(-c4cccc(OC)c4OC)nnc23)cc1	-9%
3	O=C(NNC(=O)c1cccnc1)Nc1cccc(Cl)c1Cl	-11%
4	O=C(Nc1ccc(F)cc1Cl)n1ncc2cc(Cl)ccc21	-44%[inhibitor]
5	CCOc1ccc(-c2nnc(SCC(=O)NCc3ccccc3Cl)o2)cc1	-6%
6	CC1(CSc2ccccc2)CC(=O)N1 (stereo unspecified)	2%
7	Cc1cc(C(=O)COc2ccc([N+](=O)[O-])cc2)c(C)n1C1CC1	0%
8	O=C(COc1ccc(Cl)cc1Cl)NNC(=O)c1cccnc1	-3%
9	CCOCCc1nn2c(=O)cc(COC(=O)c3ccc(NC(=O)c4ccc(F)cc4)cc3)nc2s1	-10%
10	CCC(C(=O)Nc1cc(Cl)ccc1OC)n1nc(-c2ccccc2)ccc1=O (stereo unspecified)	19%
11	COc1ccc(NC(=O)c2sc3nc4c(cc3c2N)CN(Cc2ccccc2)CC4)c(OC)c1	-3%
12	O=c1cc(-c2ccccc2)nc(SCc2nc(-c3ccc(C(F)(F)F)cc3)no2)[nH]1	-6%
13	O=C(Nc1ccc(F)cc1F)c1ccc(-c2ccccc2)s1	0%
14	CC1Cc2cc(S(=O)(=O)NCCc3ccccc3)ccc2N1C(=O)C1CCC1 (stereo unspecified)	0%
15	COc1cc2c(cc1OC)C(COc1ccccc1OC)N(C(=O)COc1ccc(Cl)cc1)CC2 (stereo unspecified)	10%
16	Cn1ncc2c(N3CCN(c4ccc(Cl)c(Cl)c4)CC3)ncnc21	4%
17	O=C(Cn1c(=O)oc2cc(Cl)ccc21)Nc1cccc(C(F)(F)F)c1	-14%
18	Cc1ccc(Cl)cc1N1CCN(CCNC(=O)Nc2ccccc2Cl)CC1	-11%
19	CC(=O)Nc1ccc(NC(=O)C2(c3cccs3)CCOCC2)cc1	-2%
20	Cc1cccc(C(=O)N2CCC(N3CCN(Cc4ccc(F)cc4)C(=O)C3=O)CC2)c1	4%
21	Cc1cccc(NC(=O)NC2COc3ccccc3C2)c1C (stereo unspecified)	2%
22	C=CCN(c1ccccc1C(=O)O)S(=O)(=O)/C=C/c1ccccc1	11%
23	COc1ccc(NC(=O)c2cnc(Nc3ccc(C)c(Cl)c3)c3ccccc23)c(OC)c1	-9%
24	O=C(O)c1ccccc1C(=O)Nc1ccc(Br)c2cccnc12	6%
25	Cc1cc(Br)cc(C)c1OCC(=O)Nc1ccc(S(=O)(=O)Nc2ncccn2)cc1	6%

# Continued, overlapping the part above by seven compounds.
no.	canonical_smiles	aSyn tox rescue
19	CC(=O)Nc1ccc(NC(=O)C2(c3cccs3)CCOCC2)cc1	-2%
20	Cc1cccc(C(=O)N2CCC(N3CCN(Cc4ccc(F)cc4)C(=O)C3=O)CC2)c1	4%
21	Cc1cccc(NC(=O)NC2COc3ccccc3C2)c1C (stereo unspecified)	2%
22	C=CCN(c1ccccc1C(=O)O)S(=O)(=O)/C=C/c1ccccc1	11%
23	COc1ccc(NC(=O)c2cnc(Nc3ccc(C)c(Cl)c3)c3ccccc23)c(OC)c1	-9%
24	O=C(O)c1ccccc1C(=O)Nc1ccc(Br)c2cccnc12	6%
25	Cc1cc(Br)cc(C)c1OCC(=O)Nc1ccc(S(=O)(=O)Nc2ncccn2)cc1	6%
26	COc1ccc(NC(=O)c2oc3c(c2C)-c2nn(Cc4c(F)cccc4Cl)cc2CC3)c(OC)c1	8%
27	CCOC(=O)C(C(=O)OCC)C(=O)c1cccc2ccc3ccccc3c12	1%
28	CCCCCN(C(=O)CCC(=O)OCCOc1cccc(Cl)c1)c1c(N)n(CCCC)c(=O)[nH]c1=O	6%
29	CCCNC(=O)CN1CCN(c2cc3ccccc3c(Cl)n2)CC1	3%
30	NC1=NC(c2cccc(Cl)c2)n2c(nc3ccccc32)N1 (stereo unspecified)	7%
31	COc1ccc(-c2[nH]ncc2N=Nc2cc(C)cc(C)c2)cc1	13%
32	COc1ccc(Cl)cc1NC(=O)CN(C)S(=O)(=O)c1ccc(Br)s1	-7%
33	Cc1nn(C)c(C)c1S(=O)(=O)N(CC(=O)N1CCN(c2ccccc2)CC1)c1ccc(C(C)C)cc1	0%
34	COc1ccc(-c2c(C)nn3c4c(cnc23)C(=O)CC(c2ccc(C)cc2)C4)cc1 (stereo unspecified)	-8%
35	CC(C)CCn1c(CN2CC(C)OC(C)C2)nc2c1c(=O)n(C)c(=O)n2C (stereo unspecified)	1%
36	Cc1ccc(OCC(=O)Nc2cc(S(=O)(=O)N3CCOCC3)ccc2Cl)c([N+](=O)[O-])n1	1%
37	Cc1noc(C)c1COc1ccccc1C(=O)N1CCN(S(=O)(=O)c2cccc(Cl)c2)CC1	-2%
38	Cc1ccc(C(=O)Nc2nc3ccc(S(C)(=O)=O)cc3s2)cc1C	-3%
39	CCc1ccc(-n2c(SCc3ccccc3F)nc3[nH]ncc3c2=O)cc1	-4%
40	COc1cc(NC(=O)c2c(C)oc3ncnc(N4CCCCC4)c23)cc(OC)c1	-4%
41	COc1cc(Cl)c(C)cc1NC(=O)c1sc2nc3n(c(=O)c2c1C)CCCCC3	-1%
42	COc1ccc(NC(=O)CSCC(=O)Nc2sccc2C#N)cc1	-11%
43	Cc1c(-c2ccn[nH]2)cc(NC(=O)c2ccc(Cl)cc2)c(=O)n1N	9%
44	COc1cc(OC)c(NC(=O)CC2SC(N)=NC2=O)cc1Cl (stereo unspecified)	-4%
45	COc1cccc(Cn2c(=O)n(Cc3ccco3)c(=O)c3oc4ccccc4c32)c1	-11%
46	O=C(CSc1nc2c(c(=O)[nH]1)CCC2)Nc1cc(C(F)(F)F)ccc1Cl	2%
47	CCOC(=O)C1CCN(C(=O)c2cc(S(=O)(=O)N3CCc4ccccc43)ccc2OC)CC1	-1%
48	Cc1ccc(NC(=O)CSc2nc3ccc(NC(=O)COc4ccc(C)cc4)cc3s2)cc1	2%
49	Cc1cc(-c2cccc(Br)c2)c(C#N)c(N)n1	-4%
50	COc1ccc(N(C(=O)c2snc(C(N)=O)c2N)C(C(=O)NC2CCCC2)c2ccc(F)cc2)c(OC)c1 (stereo unspecified)	-5%
51	Cc1ccc2oc(-c3ccc(NC(=O)c4oc5ccc(Cl)cc5c4C)cc3)nc2c1	1%
52	CC(=O)N1N=C2/C(=C/c3ccccc3)CCCC2C1c1ccccc1 (stereo unspecified)	6%
53	O=C(Nc1ccc(F)cc1)c1oc2ccccc2c1NC(=O)C1CCCCC1	6%
54	Cc1ccc(NC(=O)c2sc3nc(-c4ccc(F)cc4)ccc3c2N)cc1F	-10%
55	CC(=O)c1cc2c(cc1NC(=O)CSc1nnc(C3CC3)n1C)OCO2	-3%
56	O=C(CS(=O)(=O)c1cccc2nsnc12)N1CCN(c2ccc(F)cc2)CC1	-1%
57	CN(C)c1ccc(CNC(=O)c2cc(S(=O)(=O)N3CCCC3)cn2C)cc1	0%
58	Cc1cc(F)ccc1NS(=O)(=O)c1c(C)nc2scc(C)n2c1=O	21%
59	CCOC(=O)c1cc(-c2ccccc2)n(CCC(=O)NCCc2ccc(OC)c(OC)c2)c1C	1%
60	Cc1ccc(CNC(=O)CCCN2C(=O)CCn3nc(-c4cn(C)c5ccccc45)cc32)cc1	7%
61	CCOc1ccc(NC(=O)CN2C(=O)C3(SCC(=O)N3c3ccc(F)cc3)c3ccccc32)cc1 (stereo unspecified)	4%
62	C#CCOc1ccc(C2C(C(=O)OC)=C(C)NC3=C2C(=O)c2ccccc23)cc1OCC (stereo unspecified)	5%
63	COc1ccc2cc3c(N)nn(C(=O)c4cccc(F)c4)c3nc2c1	2%
64	CC(=O)Nc1ccc(-c2csc(NC(=O)CC(NC(C)=O)c3ccccc3)n2)cc1 (stereo unspecified)	3%
65	O=C(CN1C(=O)c2ccccc2S1(=O)=O)NC1CCCCC1	1%
66	O=C(CNC(=O)c1ccc(Br)o1)Nc1ccncc1	-7%
67	COC(=O)Cc1c(C)c2ccc3c(c2oc1=O)CN(Cc1ccccc1Cl)CO3	2%
68	COc1ccc(OC)c(/C=N/NC(=O)CNC(=O)c2ccc(S(=O)(=O)N3CCOCC3)cc2)c1	-3%
69	CCOC(=O)C1CCCN(C(=O)C2CCN(c3nnc(C)c4c(C)n(-c5ccccc5)nc34)CC2)C1 (stereo unspecified)	-9%
70	COc1ccc(-c2cc(C)no2)cc1S(=O)(=O)N1CCc2ccccc21	-12%
71	CCc1ccc(NC(=O)CN2C(=O)c3cccc4cccc2c34)cc1	10%
72	CC(Cc1ccco1)NC(=O)c1ccc(C(F)(F)F)cc1 (stereo unspecified)	2%
73	COc1ccc(Cn2c(=O)n(-c3ccc(C)cc3)c(=O)c3c2c2cc(C)ccc2n3C)cc1	0%
74	CCC(=O)Nc1ccc2nc(SCCOc3ccc(C)cc3)sc2c1	-6%
75	CCc1nnc(NC(=O)c2cc(=O)c3cc(C)c(C)cc3o2)s1	6%

# (cont.)
no.	canonical_smiles	aSyn tox rescue
76	COc1cc(CNCCSc2nnnn2C)ccc1OCc1ccc(C)cc1	4%
77	Cc1ccc2onc(CC(=O)Nc3cccc(C(F)(F)F)c3)c2c1	-5%
78	Cc1ccc(NC(=S)NCc2ccc3[nH]c4c(c3c2)CCCC4)cc1	-1%
79	CC(C)Cn1c(=O)c2ccccc2n2c(CCC(=O)NC(C)c3ccccc3)nnc12 (stereo unspecified)	-6%
80	Cc1csc2nc(-c3cccc(NC(=O)c4c(F)cccc4F)c3)cn12	-19%
81	COC(=O)C(NC(=O)CC(C)C)(Nc1nc2c(s1)CCCC2)C(F)(F)F (stereo unspecified)	-3%
82	CCc1cccc2c(-c3ccccc3)nc(SCC(=O)Nc3ccc(OC)cc3)nc12	-7%
83	Cc1cccn2c(=O)c(C(=O)NCc3cccc(F)c3)cnc12	-2%
84	CCOC(=O)c1c(C)[nH]c(C(=O)NCCc2ccc(OC)c(OC)c2)c1C	9%
85	C[C@H](CO)N1C[C@H](C)[C@@H](CN(C)S(=O)(=O)c2ccc3ccccc3c2)OCc2cn(nn2)CCCC1=O	-5%
86	Cc1ccc(OCC(=O)N(Cc2ccco2)c2ccccn2)cc1	3%
87	COCCNC(=O)[C@H](CSCc1ccccc1)N1Cc2ccccc2C1=O	-6%
88	CCc1nc2ccc(C(=O)NCCc3ccc(SC)cc3)cc2nc1CC	5%
89	COc1ccc(-c2nc(CS(=O)CC(=O)N3CCCC3)c(C)o2)cc1 (stereo unspecified)	6%
90	COc1cc(-c2cc3n(C)c(C)c(CCC(=O)Nc4ccc(F)cc4)c(=O)n3n2)cc(OC)c1OC	0%
91	COc1ccc([C@H]2C[C@@H](O)[C@H](n3cc(COC(=O)c4ccccc4)nn3)CN2Cc2cccs2)cc1	-1%
92	O=C(Cn1cnc2ccccc21)N/N=C/c1cccs1	-8%
93	CC(=O)OCC1=C(C(=O)O)N2C(=O)[C@@H](NC(=O)CSc3ccncc3)[C@H]2SC1	0%
94	Cc1ccc(Cl)cc1N1CCN(c2ncnc3onc(-c4ccc(F)cc4)c23)CC1	-14%
95	COc1ccc(N2CC(c3nc(-c4cc(OC)c(OC)c(OC)c4)no3)CC2=O)cc1Cl (stereo unspecified)	-2%
96	CCOC(=O)CNC(=O)Cn1cnc2c(nnn2-c2ccc(OC)cc2)c1=O	1%
97	COc1ccc(C(=O)Nc2ccc(-c3cc4ccccc4oc3=O)c(C)c2)cc1Br	-11%
98	CSc1nn(Cc2cccc(C)c2)c(N)c1S(=O)(=O)c1ccccc1	0%
99	Cc1ccc(N(CC(=O)NC2CCCC2)C(=O)c2nsc(Cl)c2Cl)cc1	7%
100	COc1ccc(CN2CCc3nc(SCC(=O)Nc4cc(C)cc(C)c4)[nH]c(=O)c3C2)cc1	7%
101	Cc1ccc(C)c(NC(=O)C(=O)NCC(c2cccnc2)N2CCN(c3ccc(F)cc3)CC2)c1 (stereo unspecified)	2%
102	CC1CCN(c2nn3c(=O)c(C(=O)NC(C)C)cnc3s2)CC1	-1%
103	O=C(Cn1cnc2ccc(Cl)cc2c1=O)NC1CCS(=O)(=O)C1 (stereo unspecified)	-46%[inhibitor]
104	O=c1c2ccccc2c2ccccc2c(=O)n1-c1ccccc1	15%
105	CC(C)CC(=O)Nc1ccc(N2CCN(C(=O)c3cccs3)CC2)cc1	-10%
106	Cc1ccc(Cn2c(C)c3cnn(CC(=O)N4CCN(c5cc(C)ccc5C)CC4)c(=O)c3c2C)cc1	?
107	Cc1ccc(OCCC(=O)OCC(=O)Nc2ccc3c(c2)OCCO3)cc1	3%
108	Cc1oc(-c2ccccc2F)nc1CSc1nnc(C)n2c1cc1occc12	0%
109	COC(=O)C1=C(C)N(C)C(=O)NC1c1cc2c(cc1[N+](=O)[O-])OCO2 (stereo unspecified)	-8%
110	CCOc1ccc(CNCc2c(C(=O)O)n(Cc3ccccc3F)c3cc(OC)ccc23)cc1	-4%
111	CC(C)CC(=O)Nc1nnc(SCc2cc(=O)n3ccccc3n2)s1	2%
112	Cc1ccc(OCC(=O)Nc2ccc(S(=O)(=O)N3CCOCC3)cc2)c(C)c1	6%
113	Cc1c(-c2cccc(NC(=O)Cc3ccccc3)c2)nc2ncccn12	0%
114	COc1ccc(C(=O)NCCCN2CCN(CCCNC(=O)c3ccc(OC)c(OC)c3)CC2)cc1OC	-2%
115	COc1ccc(-c2cn3c(C)c(C(=O)N4CCN(c5ccccc5F)CC4)sc3n2)cc1	6%
116	Cc1cc(C)cc(NS(=O)(=O)c2ccc3[nH]cc(C(=O)NCc4ccco4)c(=O)c3c2)c1	11%

# 3 entries from above, sorted by molecular weight, falling.
no.	canonical_smiles	aSyn tox rescue
33	Cc1nn(C)c(C)c1S(=O)(=O)N(CC(=O)N1CCN(c2ccccc2)CC1)c1ccc(C(C)C)cc1	0%
29	CCCNC(=O)CN1CCN(c2cc3ccccc3c(Cl)n2)CC1	3%
49	Cc1cc(-c2cccc(Br)c2)c(C#N)c(N)n1	-4%

# Source: PubChem BioAssay

# A portion of the library (hit frequency here may not be typical).
